From PubChem BioAssay
CHT block = inhibits the human high affinity choline transporter | Q9GZV3 | CHT-expressing cells, membrane potential dye, choline response; hits give low values | B-score at 10 µM | 310,000 tested, 0.86% active | AID 488975;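 active = B-score over 3 SD under the library average, and starting fluorescence ratio not unusually high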;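 also: choline stimulus applied at its EC90 after an EC20 pre-addition; B-score computed on integrated fluorescence ratio after choline addition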
Target sequence (Q9GZV3 whole entry, looked up): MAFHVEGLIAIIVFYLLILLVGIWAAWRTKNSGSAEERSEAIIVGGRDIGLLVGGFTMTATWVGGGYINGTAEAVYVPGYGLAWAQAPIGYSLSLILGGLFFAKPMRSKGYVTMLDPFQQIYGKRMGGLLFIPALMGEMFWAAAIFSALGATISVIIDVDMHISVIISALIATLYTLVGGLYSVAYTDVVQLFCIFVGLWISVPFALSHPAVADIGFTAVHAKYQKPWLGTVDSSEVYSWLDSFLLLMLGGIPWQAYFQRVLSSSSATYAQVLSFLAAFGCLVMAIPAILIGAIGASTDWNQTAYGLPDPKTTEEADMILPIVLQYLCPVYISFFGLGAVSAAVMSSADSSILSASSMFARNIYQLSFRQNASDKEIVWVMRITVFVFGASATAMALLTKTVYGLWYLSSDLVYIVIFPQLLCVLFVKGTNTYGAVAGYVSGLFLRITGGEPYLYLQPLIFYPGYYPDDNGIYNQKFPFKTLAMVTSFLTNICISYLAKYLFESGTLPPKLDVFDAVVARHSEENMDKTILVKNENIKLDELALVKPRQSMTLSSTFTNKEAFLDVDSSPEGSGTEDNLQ
STK33 inh = blocks human STK33 kinase activity | Q9BYT3 | purified STK33, MBP phosphorylation, ADP-Glo luminescence | inhibition, % at 10 µM | 320,000 tested, 0.073% active;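 active = inhibition at or above 25%, using the most active replicate where run in duplicate; inactive = inhibition below 25%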
Target sequence (Q9BYT3 whole entry, looked up): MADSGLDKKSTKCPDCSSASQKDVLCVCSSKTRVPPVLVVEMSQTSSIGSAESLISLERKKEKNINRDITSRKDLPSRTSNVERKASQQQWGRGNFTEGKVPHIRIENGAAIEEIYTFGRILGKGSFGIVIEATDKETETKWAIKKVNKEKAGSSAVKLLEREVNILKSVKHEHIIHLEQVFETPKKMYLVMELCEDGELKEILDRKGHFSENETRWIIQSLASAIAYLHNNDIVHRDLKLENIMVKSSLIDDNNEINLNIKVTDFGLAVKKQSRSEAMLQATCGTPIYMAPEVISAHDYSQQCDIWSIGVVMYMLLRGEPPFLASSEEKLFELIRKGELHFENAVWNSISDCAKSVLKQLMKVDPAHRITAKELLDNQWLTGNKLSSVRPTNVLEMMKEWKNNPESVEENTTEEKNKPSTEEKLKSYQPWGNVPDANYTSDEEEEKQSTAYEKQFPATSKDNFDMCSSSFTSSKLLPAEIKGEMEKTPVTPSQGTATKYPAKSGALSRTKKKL
CHT allo act = allosterically activates the human high affinity choline transporter; Q9GZV3; CHT-expressing cells, membrane potential dye, choline EC20; hits give high values; LV-AA mutant CHT in HEK293 cells; B-score at 10 µM; 310,000 tested, 0.49% active; AID 488977;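 active = initial fluorescence not abnormally high and integrated response B-score, plate-corrected, over 3 SD above library mean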
* hit, by the source's call; i = inactive; x = no result given. This is a random part of the collection; any-hit rate near 1.5%.

Values run as follows: CHT block | CHT allo act | STK33 inh
Cc1ccccc1CN1C(=O)c2ccccc2Sc2ccc(C(=O)NCCN3CCOCC3)cc21
  i | i | 3.5
CSc1nn(CCc2ccncc2)c(=S)s1
  i | i | -0.8
CC(C)CN(/C=N/c1sc2c(c1C#N)CCCCC2)CC(C)C
  i | i | -0.6
Cc1ccc(CNC(=O)C(=O)NCC2OCCN2C(=O)c2cccs2)cc1 (stereo not given)
  i | i | -1.5
O=C(NC(=S)Nc1ccccc1[N+](=O)[O-])c1ccccc1Cl
  i | i | -0.7
O=C(NCc1nnc(SCC(=O)N2CCCC2)o1)c1ccccc1
  i | i | -0.7
CCOC(=O)CN1C(=O)C(Sc2n[nH]c(-c3ccc(C)cc3)n2)CCc2ccccc21 (stereo not given)
  i | i | -0.5
c1cnc(Oc2ccc3oc4ccccc4c3c2)nc1
  i | i | -0.8
O=C(c1ccc(Cl)c([N+](=O)[O-])c1)N1CCN(Cc2ccc3c(c2)OCO3)CC1
  i | i | -0.9
CCOC(=O)c1c(NC(=O)CN2CCN(C(=O)c3ccco3)CC2)sc(C(N)=O)c1C
  i | i | -0.7
COc1ccccc1-c1cn[nH]c1-c1ccc(O)cc1O
  i | i | 1.6
CCn1c(C)c2c([n+]1CC)CC(C)(C)CC2=O
  i | i | -1.8
CCCN(CC1CC1)C(=O)CSc1nnc(-c2ccco2)n1N
  i | i | -0.1
CCOC(=O)c1c(NC(=S)NC(=O)c2cnn(CC)c2)sc2c1CCC(C)C2 (stereo not given)
  i | i | -1.2
Cc1cccnc1NC(=S)NCc1ccco1
  i | i | -3.3
CCCCCCn1c(SCCN2CCOCC2)nc2c1c(=O)[nH]c(=O)n2C
  i | i | -0.3
C=CCn1c(=N)c(C#N)cc2c(=O)n3ccccc3nc21
  i | i | -0.4
Oc1ccccc1-c1cncn1Cc1ccccc1
  i | i | 0.4
Cc1ccc(-c2csc(/C(C#N)=C/Nc3ccc4c(c3)OCCO4)n2)cc1
  i | i | 0.6
COCCCNC(=O)c1ccc2c(c1)nc(C)n2-c1cccc(C)c1
  i | i | -1.3
COc1ccc(C(=O)c2sc(Nc3ccc(NC(C)=O)cc3)nc2C)cc1
  i | i | 1.7
NS(=O)(=O)c1ccc(CCNC(=O)c2ccc3nc4ccc(Cl)cc4c(=O)n3c2)cc1
  i | i | 0.0
Cc1ccc(N2C(=O)CC(NCC3CCCO3)C2=O)cc1 (stereo not given)
  i | i | -1.0
COc1ccc(NC(=O)Cc2cccs2)c(OC)c1
  i | i | 0.0
O=C(Nc1nc(-c2ccc(S(=O)(=O)N3CCCCCC3)cc2)cs1)c1ccccc1
  i | i | -0.7
CCN(c1ccccc1)S(=O)(=O)c1ccc(Cl)c(C(=O)N(CC2CCCO2)C2CCS(=O)(=O)C2)c1 (stereo not given)
  i | i | 0.2
C=CCN=C1CC(C)(C)CC(=O)/C1=C(/O)CCC(=O)OC
  i | i | -1.1
Cc1c(C(=O)Nc2cccc(N(C)S(C)(=O)=O)c2)cccc1[N+](=O)[O-]
  i | i | -2.5
CC(=O)c1cccc(NC(=O)c2ccc3ccccc3c2)c1
  i | i | 1.8
CCC(C)C(=O)Nc1nnc(SCC(=O)Nc2ccccc2F)s1 (stereo not given)
  i | i | -1.9
FC(F)(F)c1cc(NCc2cccs2)n2ncnc2n1
  i | i | -1.2
COC(=O)[C@@H](NC(=O)Nc1ccc2c(c1)OCCO2)C(C)C
  i | i | -1.7
O=C(CCn1c(=O)oc2ccccc21)NCc1cccs1
  i | i | -1.0
CCS(=O)CCSc1nc2ccccc2s1 (stereo not given)
  i | i | -1.1
CNC(=O)c1sccc1S(=O)(=O)Cc1c(Cl)cccc1Cl
  i | i | -1.1
O=C(C1CCN(S(=O)(=O)c2ccccc2)CC1)N1CCN(Cc2ccc3c(c2)OCO3)CC1
  i | i | 1.6
O=c1[nH]c(N2CCN(Cc3ccccc3)CC2)nc2c1CCC2
  i | i | -0.7
CC(=O)Nc1ccc(C(=O)OCC(=O)c2ccc(S(=O)(=O)N3CCCCC3)cc2)cc1
  i | i | -0.7
COCCC(=O)N1CCCC(N2CCN(c3ccc(F)cc3)CC2)C1 (stereo not given)
  i | i | 0.9
CCCc1cc(C(=O)NCc2ccco2)no1
  i | i | 0.1

Record cards, as listed above.
O=C(CCn1c(=O)oc2ccccc21)NCc1cccs1 as listed: CHT block = i; CHT allo act = i; STK33 inh = -1.0
NS(=O)(=O)c1ccc(CCNC(=O)c2ccc3nc4ccc(Cl)cc4c(=O)n3c2)cc1 as listed: CHT block = i; CHT allo act = i; STK33 inh = 0.0

New compounds follow.
Values run as follows: CHT block | CHT allo act | STK33 inh
Cc1nn(-c2ccccc2)nc1C(=O)Nc1ccc2[nH]ncc2c1
  i | i | 2.4
O=C(CNCc1ccccc1)Nc1ccc(Oc2ccccc2)cc1
  i | i | -0.1
O=C(Nc1ccc2c(c1)C(=O)OC2)Nc1cccc2ccccc12
  i | i | 3.3
CCOC(=O)C[C@H]1c2ccccc2S(=O)(=O)N1Cc1cc(OC)c(OC)c(OC)c1
  i | i | -2.1
Cc1oc2ccc(OCC(N)=O)cc2c1C(=O)OC(C)C
  i | i | 1.0
CCC(=O)Nc1ccc(Cl)c(NC(=S)NC(=O)COc2ccc(Cl)cc2)c1
  i | i | 7.8
CCOc1ccc(CC(=O)NNC(=S)NC)cc1
  i | i | -0.1
NC(=O)c1cn(-c2ccccc2)nc1-c1cc2ccccc2oc1=O
  i | i | 0.0
Cc1cccc(C)c1NC(=O)Cn1cc(C=O)c2ccccc21
  i | i | -1.4
COc1cccc(COC(=O)c2ccc3c(c2)NC(=O)C(C)S3)c1OC (stereo not given)
  i | i | -2.9
CCSC1=C(C#N)C(CC(C)C)C2=C(CCCC2=O)N1 (stereo not given)
  i | i | 0.7
CCOc1cc(CN2CCN(Cc3ccc(C)o3)C(CCO)C2)ccc1OC (stereo not given)
  i | i | -0.3
O=C(OCC(=O)c1cccc2ccccc12)c1ccc(CO)cc1
  i | i | -2.4
C[C@H](NC(=O)C1CC(=O)N(c2ccc(F)cc2)C1)C(=O)N1CCCCC1 (stereo not given in full)
  i | i | 0.0
CCCCC(=O)Nc1nnc(SCC(=O)NC2CCCC2)s1
  i | i | -1.6
COc1ccc(NC(=O)CN(C)C(=O)/C=C/c2ccc(OCc3ccccc3)cc2)cc1
  i | i | -0.6
CCCNC(=O)CCC(NS(=O)(=O)c1ccc(C)cc1)C(=O)NCCC (stereo not given)
  i | i | -2.6
Cc1ccc(NC(=O)NCCSc2ccc(C)cc2)cc1
  i | i | -0.5
CNC(=O)CSCc1cnn(-c2ccccc2)c1-n1cccc1
  i | i | -1.0
CCN1CCN(CC(=O)Nc2ccc(C)cc2C)C(=O)C1=O
  i | i | -0.6

An excerpt of these results, with tabs.
structure	CHT block	CHT allo act	STK33 inh
O=C(Nc1nc(-c2ccc(S(=O)(=O)N3CCCCCC3)cc2)cs1)c1ccccc1	i	i	-0.7
CC(=O)Nc1ccc(C(=O)OCC(=O)c2ccc(S(=O)(=O)N3CCCCC3)cc2)cc1	i	i	-0.7

Remaining list, next part
Values run as follows: CHT block | CHT allo act | STK33 inh
O=S(=O)(c1ccc(-c2csc(-c3cccnc3)n2)cc1)N1CCOCC1
  i | i | -1.8
CCOc1ccccc1NC(=O)CCc1nnc2ccc(N3CCC4(CC3)OCCO4)nn12
  i | i | -0.9
Cc1ccc(OCC(=O)N2CCN(c3ccc([N+](=O)[O-])c(N4CCOCC4)c3)CC2)cc1
  i | i | -0.5
COc1ccccc1NC(=O)c1ccc(C(=O)c2ccccc2)o1
  -5* | i | 21
CCCCNC(=S)Nc1cccc(S(=O)(=O)NC2=NCCC2)c1
  i | i | -0.7
CCOC(=O)C1CCN(C(=O)CC2(CC(=O)O)CCCC2)CC1
  i | i | 3.4
CC(=O)C(Sc1ccc2nnc(-c3ccncc3)n2n1)C(C)=O
  i | i | 0.8
O=C(NC1CCN(S(=O)(=O)c2cccc([N+](=O)[O-])c2)CC1)C1CCCCC1
  i | i | 1.2
COc1ccc(CCNC(=O)CSc2nc(C)nc3c2oc2ccccc23)cc1OC
  i | i | -3.2
CC(=O)Nc1ccc(NC(=O)c2c(C)nn(-c3ccccc3)c2Cl)cc1C
  i | i | -1.1
O=C(O)Cc1ccc(NC(=O)Nc2cccc(Cl)c2)cc1
  i | i | -2.1
COC(=O)[C@@H]1C[C@@]2(O)[C@@H](O)[C@@H](O)[C@@H](O)C[C@H]2N1Cc1ccc(Cl)cc1
  i | i | -1.2
CCCNC(=O)CSCc1nc(-c2ccc(SC)cc2)oc1C
  i | i | -1.8
COc1cccc(-n2nnc3c(=O)n(Cc4c(F)cccc4Cl)cnc32)c1
  i | i | -0.8
CC(=O)Nc1cccc(NC(=O)COC(=O)C2CC3CCCC(C2)C3=O)c1 (stereo not given)
  i | i | 1.2
O=C(Nc1ccc(NC(=O)C23CC4CC(CC(C4)C2)C3)cc1)c1cc(F)c(F)cc1Cl
  i | i | 0.4
O=C(O)CC12CC3CC(C1)CC(n1ncc(NCc4ccc(F)cc4)c(Cl)c1=O)(C3)C2
  i | i | -0.6
COc1cc(OC)c(-c2nnc(-c3ccc(OC)c(OC)c3OC)o2)cc1OC
  i | i | -1.1
COC(=O)C1=C(C)NC(=O)C1(NC(=O)c1cccnc1)C(F)(F)F (stereo not given)
  i | i | -0.3
CC1CCCC(NC(=O)COC(=O)c2ccc(N(C)C)cc2)C1C (stereo not given)
  i | i | -0.1
O=C(NC(Cc1c[nH]c2ccccc12)c1nnc2n1CCCCC2)c1cccs1 (stereo not given)
  i | i | -4.4
CCc1cccc2c(C(=O)COC(=O)c3ccc([N+](=O)[O-])s3)c[nH]c12
  i | i | 0.5
O=C(Nc1ccc(-c2csc(Nc3ccc(Cl)cc3)n2)cc1)c1cc([N+](=O)[O-])cc(C(F)(F)F)c1
  i | i | -0.5
CCc1ccc(N(CC(=O)Nc2nc3ccc(C)cc3s2)S(=O)(=O)c2c(C)noc2C)cc1
  i | i | 0.5
Cc1cc2c(cc1S(=O)(=O)N(C)c1ccccc1)NC(=O)CO2
  i | i | -0.9
O=C(CN1C(=O)NC2(CCc3ccccc32)C1=O)c1ccc2c(c1)OCCO2 (stereo not given)
  i | i | -0.6
CCOC(=O)C1CCN(C(=O)COc2ccc(Cl)cc2)CC1
  i | i | -0.6
Cc1cccc(N(C)S(=O)(=O)c2c[nH]c3ccc([N+](=O)[O-])cc23)c1
  i | i | x
O=C(Nc1ccccc1Cl)NC1(C(=O)NCc2cccnc2)CCCCC1
  i | i | -1.4
CC(=O)Nc1ccc(S(=O)(=O)N2CCN(C(=O)c3cccnc3)CC2)cc1
  i | i | -1.0
COc1cccc(NC(=O)N2CCC(NC(=O)c3ccco3)CC2)c1
  i | i | 0.6
COc1ccc(C2NC(=O)NC(C)=C2C(=O)OCc2ccc3c(c2)OCO3)cc1OC (stereo not given)
  i | i | 1.8
CC(C)CN(CC(C)C)S(=O)(=O)N1CCC(C(=O)NCc2ccccn2)CC1
  i | i | -0.5
CC(=O)Nc1ccc(NC(=O)c2cc(-c3cc(C)c(C)cc3O)n[nH]2)cc1
  i | i | 1.0
COc1cccc(NC(=O)CSc2nc(N)cc(N)n2)c1
  i | i | -1.7
CC(=O)Nc1sc(N/N=C/c2ccccc2)nc1-c1ccc(C)cc1
  i | i | 0.2
CC(C)(C)NC(=O)/C=N/O
  i | i | -1.1
C=CCn1c(N)cc(=O)nc1SCC(=O)Nc1ccccc1C(N)=O
  i | i | -0.4
Cn1c(=NC(=O)C2CCN(S(=O)(=O)c3cccs3)CC2)sc2ccccc21
  i | i | -0.4
CC1(C)CC(=O)C(C=NCCN2CCNC2=O)=C(O)C1
  i | i | -2.8
O=C1COc2ccc(C(=O)COC(=O)COc3ccccc3[N+](=O)[O-])cc2N1
  i | i | -0.9
CCC1CCC/C1=N\NC(=O)c1ccoc1C (stereo not given)
  i | i | -1.4
CC1CCN(CC(=O)NNC(=O)c2cccc(Br)c2)CC1
  i | i | 1.0
Cc1ccccc1NC(=O)CCC(=O)OCCCC(F)(F)C(F)(F)F
  i | i | 0.9
CCOC(=O)c1c(NC(=O)C2CCCN(S(=O)(=O)c3ccc(C)cc3)C2)sc2c1CCCC2 (stereo not given)
  i | i | -1.5
CN(C)C(CNC(=O)c1oc2ccccc2c1CSc1ncn[nH]1)c1ccco1 (stereo not given)
  i | i | 0.7
CCOC(=O)c1ccc(COC(=O)CCc2nc(-c3ccccc3)c(-c3ccccc3)o2)cc1
  i | i | -1.3
O=C(Nc1cccnc1Cl)c1ccc(Cl)c([N+](=O)[O-])c1
  i | i | -0.8
OC(c1ccc(Cl)cc1Cl)C(Cc1cccnc1)n1cncn1 (stereo not given)
  i | i | -0.8
COc1ccc(/C=C2\CCc3ccccc3C2=O)c(OC)c1OC
  i | i | 0.9
O=C1c2ccc3c4c(ccc(c24)C(=O)N1c1cccc(O)c1)C(=O)N(c1cccc(O)c1)C3=O
  i | i | 1.1
CCOc1ccc(CCNC(=O)Cn2ncn3nc(-c4ccc(OC)cc4)cc3c2=O)cc1
  i | i | -0.3
Cc1ccc(NC(=S)N(CCN2CCOCC2)Cc2ccccc2F)cc1
  i | i | 0.2
O=C(NCCc1nc(-c2ccccc2)no1)c1ccccc1
  i | i | 0.4
Nc1ccc(C(=O)OCc2nc3cc4ccccc4cc3[nH]2)cc1
  i | i | -1.3
